# GPR55 activation – GPR55 agonists via beta-arrestin recruitment, primary screen, imaging, U2OS cells, beta-arrestin-GFP redistribution (AID 1961); U2OS GPR55 beta-arrestin-GFP redistribution imaging; higher % means a stronger effect; G-protein coupled receptor 55 (Homo sapiens); activation, % at 10 µM; hits with a dose series show EC50 in µM; hit rate 0.048% among 290,000;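 active means activation above 40% with more than 50 cells counted in the well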;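 further: U2OS osteosarcoma cells stably expressing GPR55 and beta-arrestin-GFP; plate controls were DMSO negative control for no effect and LPI positive control for full effect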
# NTR1 ag – agonists of NTR1, primary screen, imaging, U2OS cells, beta-arrestin-GFP, high content (AID 493036); Neurotensin receptor type 1 (Homo sapiens), P30989; NTR1-U2OS beta-arrestin-GFP spot imaging, agonist mode; activation, % at 20 µM; hit rate 0.17% among 330,000;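 active means activation at or above 40% of the spot to cytoplasm intensity ratio, with at least 20 cells analyzed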;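 further: 0% = DMSO without peptide and 100% = 100 nM NTR1 peptide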
# Target sequence (P30989 whole entry, looked up): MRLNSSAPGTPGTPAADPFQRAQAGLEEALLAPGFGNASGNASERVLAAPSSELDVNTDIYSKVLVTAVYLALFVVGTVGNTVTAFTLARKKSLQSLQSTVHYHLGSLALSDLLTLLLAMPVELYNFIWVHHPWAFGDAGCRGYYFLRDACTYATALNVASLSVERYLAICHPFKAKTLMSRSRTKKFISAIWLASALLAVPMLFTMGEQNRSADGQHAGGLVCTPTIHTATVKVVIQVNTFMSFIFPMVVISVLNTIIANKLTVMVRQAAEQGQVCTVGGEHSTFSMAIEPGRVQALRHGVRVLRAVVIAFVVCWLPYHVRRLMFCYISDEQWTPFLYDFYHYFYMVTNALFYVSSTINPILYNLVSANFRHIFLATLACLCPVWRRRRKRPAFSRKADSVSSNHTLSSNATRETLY
# Yfh1-depleted yeast – enhancers of respiration in Yfh1-depleted yeast, dose response, Friedreich's ataxia, plus single-dose screen (AID 1465); fold induction at 50 µM, or EC50 in µM where a hit was titrated; S. cerevisiae Yfh1-off respiration, WST-1 reduction, 72 h; higher fold induction means a stronger effect; hit rate 0.074% among 220,000;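 active means fold induction of absorbance versus untreated yeast above a set limit, then at least 30% activation at any dose in follow-up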;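 further: activators that raise dye reduction in frataxin-depleted yeast; strong numbers were not always called active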
# NOD1 NF-kB reporter – NOD1 signaling inhibitors, primary screen, cell-based, luminescence, uHTS (AID 1578) | NOD1-driven NF-kB luciferase reporter cells, luminescence; higher % means a stronger effect | inhibition, % at 4 µM, or EC50 in µM where a hit was titrated | hit rate 1% among 290,000; in the data active means inhibition mostly above about 36%, no sharp cut-off; inactive means mostly below about 34%;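 further: HEK-293T reporter cells stimulated with the NOD1 agonist gamma-tri-DAP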
# ER stress rescue – rescue of cells from ER stress-induced death, primary screen, 384-well, CSM14.1, thapsigargin, ATP luminescence (AID 1222) | one-dose cellular ATP content (survival), % at 20 µM; EC50 in µM for titrated hits | 190,000 tested, under 10 active | CSM14.1 thapsigargin-induced death rescue, ATP luminescence; higher % means a stronger effect;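 active means EC50 below 50 µM in the dose-response confirmation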;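 further: death triggered by thapsigargin at about 15 µM added after 2 h compound pretreatment; cell ATP read after overnight thapsigargin exposure of roughly 18 to 22 hours; normalized against plate controls of thapsigargin alone and 5% DMSO vehicle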
# NOD2 inhibition – NOD2 signaling inhibitors, cell-based, luminescence, uHTS, HEK293 (AID 1566). HEK293 NOD2/NF-kB luciferase reporter, luminescence; higher % means a stronger effect. inhibition, % at 4 µM; hits with a dose series show EC50 in µM. hit rate 0.63% among 290,000; further: many of its hits are not listed in these tables
# TNAP activators – human TNAP enzyme activators, primary screen, biochemical, luminescent, no phosphate acceptor, uHTS (AID 1001); purified TNAP, luminescent activation assay, no phosphate acceptor; higher activation fold means a stronger effect; activation fold at 20 µM; hits with a dose series show EC50 in µM; hit rate 0.03% among 200,000; in the data active means activation fold from about 3, or a potency from the dose series; inactive means the rest, 99 in 100 with activation fold below about 1.6; further: many of its hits are not listed in these tables
# KOR beta-arrestin-1 – KOR agonists, beta-arrestin recruitment, primary screen, cell-based, luminescence, uHTS (AID 1777); Kappa-type opioid receptor (Homo sapiens); KOR beta-arrestin recruitment, luminescence; higher % means a stronger effect; one-dose activation, % at 10 µM; EC50 in µM for titrated hits; hit rate 0.02% among 280,000; in the data active means activation above about 50%, passing the limit was not always enough; further: a part of the inactive calls stands beside numbers as strong as those of hits
# KOR beta-arrestin-2 – KOR antagonists, beta-arrestin recruitment, cell-based, luminescence, uHTS (AID 1778); one-dose inhibition, % at 10 µM; IC50 in µM for titrated hits; KOR beta-arrestin recruitment, luminescence, antagonist mode; higher % means a stronger effect; Kappa-type opioid receptor (Homo sapiens); hit rate 0.091% among 290,000; further: strong numbers were not always called active
# NTR1 ag cell count 20 µM – also measured in NTR1 ag; calls as there; cell count; measured here: cell count, cytotoxicity flag
# * = called active by the depositor; i = inactive; nt = not tested or not shown; [ ] = dose if it differs, or a comment. Unless noted, no stated cut-off is given here; in the data, active means inhibition above about 50%; inactive means the rest. This is a subset; the hit share may differ from the screen's.
SMILES,GPR55 activation,NTR1 ag,NTR1 ag cell count 20 µM,Yfh1-depleted yeast,NOD1 NF-kB reporter,ER stress rescue,NOD2 inhibition,TNAP activators,KOR beta-arrestin-1,KOR beta-arrestin-2
O=C(NC1CC1)c1ccc(F)cc1Cl,0.0%,-3.0,84,i,-8%,-1.4%,10%,1.1,-2.2%,10%
CCOc1ccccc1C(=O)Nc1ccccc1O,0.0%,-0.3,86,i,-7%,-1.7%,-19%,1.1,-4.1%,14%
CCC(NC(=O)c1ccc(C#CC2(O)CCCCC2)cc1)C(=O)O (stereo not drawn),0.2%,0.6,35,i,-23%,-2.6%,10%,1.1,-1.3%,-11%
COCCNS(=O)(=O)c1cc(C(=O)O)ccc1OC,-0.3%,-0.1,95,i,-11%,0.1%,2%,1.1,2.3%,-16%
Cn1cc(SCC(=O)NCc2ccc3c(c2)OCO3)c2ccccc21,-0.2%,2.2,83,i,-26%,nt,-20%,1.1,-4.8%,22%
Cc1onc(-c2ccccc2)c1C(=O)Nc1cccc2nsnc12,-0.2%,-0.4,55,i,-14%,nt,11%,1.1,7.9%,2%
COc1ccc(O[C@H]2C=C[C@@H](c3ccccc3)O[C@@H]2COC(=O)CC/C(C)=N/O[C@H](C)c2cn([C@@H]3COC[C@H]3O)nn2)cc1,-0.2%,3.3,95,nt,6%,-1.9%,-9%,1,-0.4%,10%
CCCCN1CNC(=S)N(Cc2ccccc2)C1,0.6%,-2.7,82,i,-27%,-2.4%,-7%,0.9,5.2%,6%
O=[N+]([O-])c1ccc(Cl)cc1N1CCCCC1,0.1%,0.0,34,i,-10%,1.3%,-14%,1.1,-4.2%,-4%[20 µM]
CCc1ccccc1NC(=S)N1CCNC(=O)C1CC(=O)OC (stereo not drawn),-0.1%,1.3,58,i,8%,-1.2%,19%,1.1,-2.2%,-26%[20 µM]
S=c1[nH]nc([C@@H]2C[C@H]2c2ccccc2)n1-c1ccccc1Cl,-0.1%,1.0,31,i,-9%,nt,-9%,nt,-1.6%,21%
CCCCc1ccc(/C=C(\C#N)C(N)=S)s1,-0.1%,6.6,91,i,-38%,1.1%,-18%,1,nt,-26%[20 µM]
CN1/C(=C\C(=O)c2ccco2)C(C)(C)c2ccccc21,0.2%,-2.6,60,i,5%,0.9%,18%,1.1,-5.0%,12%
O=c1c(Cl)c2oc3ccccc3nc-2c2ccccc12,0.9%,0.5,39,i,-56%,4.0%,-4%,1,-1.8%,-36%
O=C(NCc1ccco1)C(c1cccs1)N(C(=O)C1COc2ccccc2O1)c1cccc(O)c1 (stereo not drawn),-0.1%,-0.5,52,i,14%,-1.4%,12%,1,0.2%,-3%
CCn1c(SCC(=O)NC(C)(C)C)nnc1-c1ccccn1,-0.1%,0.5,45,i,17%,-0.6%,15%,1.1,-3.0%,20%
COc1ccc2nc(CNC(=O)C3CCC(=O)N(CCc4ccccc4)C3)[nH]c2c1 (stereo not drawn),-0.1%,1.4,51,nt,-8%,nt,10%,nt,9.0%,-26%
O=c1oc2ccccc2c(NCc2ccc(Cl)cc2)c1[N+](=O)[O-],-0.3%,-0.9,58,i,6%,nt,8%,nt,-1.3%,26%
C(=N\N1CCN(C(c2ccccc2)c2ccccc2)CC1)/c1ccc2c(c1)OCO2,0.1%,3.2,53,i,17%,-0.3%,-7%,1.1,-6.1%,11%[20 µM]
CC[n+]1c(C)sc2c3ccsc3ccc21,-0.2%,2.1,77,i,-9%,0.9%,19%,0.9,-3.1%,16%
COc1cccc2[nH]c3ccccc3c(=O)c12,0.9%,2.8,64,nt,-24%,nt,1%,nt,-4.6%,-4%[20 µM]
Cc1nn(-c2ccccc2)c(Cl)c1/C=N/Nc1nnc(C)c(=O)[nH]1,0.0%,-0.1,33,i,-23%,0.5%,-70%,1.1,nt,-9%[20 µM]
COCCN(CCOC)C(=O)c1cc2sc3ccccc3c2s1,-0.2%,1.5,41,i,-24%,-0.5%,0%,1.1,2.8%,-23%
O=C(NC(Cc1ccccc1)C(=O)O)/C(=C/c1ccc(F)cc1)NC(=O)c1ccccc1 (stereo not drawn),-0.5%,3.2,94,i,-21%,-2.6%,10%,1,9.8%,39%
N#Cc1c(NC(=O)CSC2=NCCS2)sc2c1CCCC2,-0.3%,21,78,i,-46%,-0.9%,12%,0.9,-4.2%,-10%

# Entries from the list above with a COOH group, in the order listed:
SMILES,GPR55 activation,NTR1 ag,NTR1 ag cell count 20 µM,Yfh1-depleted yeast,NOD1 NF-kB reporter,ER stress rescue,NOD2 inhibition,TNAP activators,KOR beta-arrestin-1,KOR beta-arrestin-2
CCC(NC(=O)c1ccc(C#CC2(O)CCCCC2)cc1)C(=O)O (stereo not drawn),0.2%,0.6,35,i,-23%,-2.6%,10%,1.1,-1.3%,-11%
COCCNS(=O)(=O)c1cc(C(=O)O)ccc1OC,-0.3%,-0.1,95,i,-11%,0.1%,2%,1.1,2.3%,-16%
O=C(NC(Cc1ccccc1)C(=O)O)/C(=C/c1ccc(F)cc1)NC(=O)c1ccccc1 (stereo not drawn),-0.5%,3.2,94,i,-21%,-2.6%,10%,1,9.8%,39%

# Profiles, quoted from the list. Order of values: GPR55 activation	NTR1 ag	NTR1 ag cell count 20 µM	Yfh1-depleted yeast	NOD1 NF-kB reporter	ER stress rescue	NOD2 inhibition	TNAP activators	KOR beta-arrestin-1	KOR beta-arrestin-2
# Record of S=c1[nH]nc([C@@H]2C[C@H]2c2ccccc2)n1-c1ccccc1Cl : -0.1%	1.0	31	i	-9%	nt	-9%	nt	-1.6%	21%
# Record of COc1cccc2[nH]c3ccccc3c(=O)c12 : 0.9%	2.8	64	nt	-24%	nt	1%	nt	-4.6%	-4%[20 µM]

# New compounds follow.
SMILES,GPR55 activation,NTR1 ag,NTR1 ag cell count 20 µM,Yfh1-depleted yeast,NOD1 NF-kB reporter,ER stress rescue,NOD2 inhibition,TNAP activators,KOR beta-arrestin-1,KOR beta-arrestin-2
O=C(CN1C(=O)C2C3C=CC(C3)C2C1=O)NCc1ccc2c(c1)OCO2 (stereo not drawn),-0.1%,-2.7,85,i,-12%,-0.8%,-3%,1.1,-2.1%,20%
CCC(Sc1nc2sc(C(=O)OC)c(C)c2c(=O)n1N)C(=O)NCC1CCCO1 (stereo not drawn),-0.1%,1.9,60,i,1%,-1.2%,7%,1.1,-2.6%,20%
CN=C1SC(CC(=O)Nc2ccc(F)cc2F)C(=O)N1/N=C/c1ccc(OC(F)F)c(OC)c1 (stereo not drawn),0.2%,1.2,48,i,-35%,-0.3%,11%,1.1,-1.7%,-46%[20 µM]
CC(C)CN(C(=O)c1cccc(S(=O)(=O)N2CCCCC2)c1)C1CCS(=O)(=O)C1 (stereo not drawn),-0.2%,-0.3,59,nt,-9%,nt,-3%,nt,0.8%,-36%
COc1ccc(C(=O)NCCCn2ccnc2)cc1[N+](=O)[O-],-0.1%,-0.6,65,i,14%,nt,7%,nt,1.9%,-32%
CCOC(=O)c1c(CCl)nc2ccccc2c1C,-0.4%,0.2,39,i,-9%,2.2%,10%,1.1,-2.6%,-8%
O=[N+]([O-])c1ccccc1NC(=S)N/N=C/c1ccc(O)c(O)c1,-0.2%,11,56,i,-18%,-0.5%,-77%,0.2,0.1%,-19%
CCN1CCCC1CN(Cc1cc2cc(C)cc(C)c2[nH]c1=O)C(=O)Nc1ccccc1OC (stereo not drawn),-0.1%,-0.1,57,i,-30%,-3.1%,14%,1,13%,-25%
Cc1csc(=Nc2cccnc2)n1Cc1ccco1,1.5%,-0.4,39,i,-3%,1.1%,-5%,0.9,7.6%,-14%
Cc1ccccc1Cn1ccc(=NCc2ccccc2)cc1,-0.1%,1.7,22,i,-23%,0.1%,14%,1.1,3.4%,-11%
COC(=O)C(C)Oc1ccc2c(-c3cccc([N+](=O)[O-])c3)cc(=O)oc2c1 (stereo not drawn),-0.1%,2.8,63,i,-9%,-2.8%,20%,1.1,4.3%,2%
COCCNC(=O)c1onc(CSc2ccc(F)c(F)c2)c1C(=O)O,-0.1%,4.3,96,i,nt,-0.4%,5%,1.1,-2.2%,9%
Fc1ccc(-c2cc(C(F)(F)F)nc(-n3cncn3)n2)cc1,-0.2%,1.7,74,i,-23%,-1.1%,10%,1.1,-2.5%,-12%
CC(=O)N(CCC(c1ccco1)C(C)C)Cc1ccc(OC(C)C)cc1 (stereo not drawn),-0.2%,2.1,45,i,-6%,nt,5%,nt,-0.1%,12%
O=C(/C=C/c1ccccc1)Oc1coc(CSc2ncccn2)cc1=O,-0.6%,2.5,51,i,-38%,-0.1%,-5%,1.2,2.1%,19%
CCOC(=O)N1CCN(c2c(-c3ccc(C)cc3)c(=O)c2=O)CC1,-0.2%,0.3,78,i,-4%,6.1%,16%,1.1,-1.6%,10%
COc1ccc(-c2cc(C(F)(F)F)n3nc(C(=O)NCc4ccco4)cc3n2)cc1OC,36%,4.8,62,i,-53%,0.3%,15%,1.3,-6.9%,23%
CCCn1c(Nc2ccccc2)nc2ccccc21,-0.1%,1.2,52,i,8%,0.8%,7%,1.1,-0.8%,-19%
CCCCCNC(=O)Cc1cc(=O)[nH]c(=O)[nH]1,0.3%,4.5,49,i,1%,-1.7%,20%,1,-2.5%,-8%
Cc1nc(Cl)nc(N(C)c2ccccc2)c1[N+](=O)[O-],14%,3.5,40,i,7%,nt,27%,nt,1.2%,33%
CC1CCCCC1NC(=O)Cn1ncc2ccccc21 (stereo not drawn),-0.3%,-1.1,45,i,-20%,nt,7%,1.1,-3.5%,30%
Cc1ccc2c(c1)CN1CN2Cc2cc(C)ccc21,0.2%,-1.3,65,i,-9%,nt,14%,1.1,-2.2%,-31%
O=C(O)CCCn1cc(NC(=O)COc2ccc(F)cc2)cn1,nt,-1.1,38,nt,-33%,nt,-11%,nt,-2.8%,-4%
Nc1ccc(SCc2cccnc2)cc1,0.2%,-0.1,17,nt,-10%,nt,-5%,nt,4.5%,-40%
O=c1c(Cl)c(N/N=C/c2ccc(Br)cc2)cnn1-c1ccccc1,-0.1%,12,63,nt,11%,-1.8%,6%,1.2,-7.1%,-45%
CCCCN(c1nc2ccccc2nc1Cl)S(=O)(=O)c1ccc(C)cc1,0.0%,5.2,78,nt,12%,nt,13%,nt,1.6%,-42%
COc1ccc(Nc2nc(Cl)c(C=O)s2)cc1,0.2%,-0.1,61,i,-11%,-0.8%,-12%,1.1,-4.6%,5%
CC1(C)CC(=O)C=C(Nc2ccc3c(c2)OCCO3)C1,-0.1%,-0.5,53,i,-9%,-1.4%,-9%,1.1,1.7%,-29%
O=C(COc1ccccc1)OC(C(=O)c1ccccc1)c1ccccc1 (stereo not drawn),-0.2%,0.2,51,i,-27%,-1.3%,6%,1.1,1.2%,8%

# Two compounds from above, showing only TNAP activators and Yfh1-depleted yeast:
mol | TNAP activators | Yfh1-depleted yeast
CCCCc1ccc(/C=C(\C#N)C(N)=S)s1 | 1 | i
CN1/C(=C\C(=O)c2ccco2)C(C)(C)c2ccccc21 | 1.1 | i
